RAM inhibit – inhibitors of the yeast RAM network. S. cerevisiae dse1pr::URA3 reporter, 5-FOA growth OD615, 2 d; analog-sensitive cbk1-as2 kinase mutant strain. inhibition, % at 50 µM. 190,000 tested, 1.8% active. AID 868;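 active means inhibition above a set limit, 3 SD over mean compound inhibition, cut at about 8.4% in these data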;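 further: 0% = DMSO-only wells with no growth and 100% = 10 µM 1-NA-PP1 full growth; inhibition rescues growth on 5-FOA so higher OD means more RAM inhibition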
FLuc inhib CS – inhibits firefly luciferase, flagging false hits in luciferase inhibition screens; P08659; ATPLite firefly luciferase biochemical luminescence, 10 min; inhibition, % at 10 µM; 200,000 tested, 1.5% active;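 active means inhibition above about 50% when tested at 10 µM, limit read from the data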
Target sequence (P08659 whole entry, looked up): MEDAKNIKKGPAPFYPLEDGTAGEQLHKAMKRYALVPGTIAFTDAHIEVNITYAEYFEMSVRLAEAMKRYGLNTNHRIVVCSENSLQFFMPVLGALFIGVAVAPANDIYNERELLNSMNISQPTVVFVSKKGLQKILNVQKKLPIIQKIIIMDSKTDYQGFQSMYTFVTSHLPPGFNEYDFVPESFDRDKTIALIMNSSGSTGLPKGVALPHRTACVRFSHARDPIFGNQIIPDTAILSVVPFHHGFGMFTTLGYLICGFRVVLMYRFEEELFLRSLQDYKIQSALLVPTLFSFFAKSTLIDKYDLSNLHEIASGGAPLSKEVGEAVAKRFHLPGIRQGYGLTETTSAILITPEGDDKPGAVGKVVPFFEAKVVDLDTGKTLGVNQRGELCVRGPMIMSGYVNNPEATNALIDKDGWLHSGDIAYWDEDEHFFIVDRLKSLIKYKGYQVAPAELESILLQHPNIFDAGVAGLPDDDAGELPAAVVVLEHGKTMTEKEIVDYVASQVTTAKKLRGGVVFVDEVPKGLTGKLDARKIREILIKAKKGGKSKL
APP transl inh – APP translation inhibition; SH-SY5Y APP 5'UTR-luciferase reporter, luminescence; inhibition, % at 2 µM; 190,000 tested, 0.82% active;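 active means inhibition above a set limit, derived from the sample mean plus 3 SD, cut at about 45% in these data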; further: values of inactives mirror those of a sister screen read the other way
Hsp70 activator – switches on Hsp70 transcription | 200,000 tested, 0.04% active | AID 1203 | HeLa Hsp70 promoter luciferase reporter, luminescence; scaled: vehicle 0, proteasome-inhibitor control 100% | activation, % at 10 µM;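 active means activation above the mean across all tested compounds plus 3 SD, cutoff set per campaign, cut at about 5.5% in these data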;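 further: 100% = MG132 at 30 µM as the positive control and 0% = DMSO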
STAT3 activator – activators of IL-6 induced STAT3 signaling; activation (% of control), % at 5.6 µM; AID 871; 190,000 tested, 0.91% active; U3A cells, IL-6 STAT3-luciferase reporter, luminescence; 100% = signal with IL-6 EC80 alone;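 active means activation above the screen-wide mean of compound activation plus 3 SD, cut at about 130% in these data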;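 further: 0% = background luminescence of wells with medium and substrate only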
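System – human U3A cells carrying STAT3-luciferase construct · Probe or stimulus – Interleukin-6, 33 ng/mL · Schedule – compound 1 h, then IL-6 6 h at 37 °C · Signal – luminescence from STAT3-driven luciferase reporter · Evaluation – percent of IL-6-only median luminescence · Benchmarks – IL-6-only high control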
APP 5'UTR act – APP 5'UTR luciferase reporter activation. 190,000 tested, 1% active. activation, % at 2 µM. AID 1276. SH-SY5Y APP 5'UTR luciferase reporter, luminescence; zero percent = DMSO vehicle wells;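 active means activation above a set limit, based on mean plus 3 SD of controls, cut at about 140% in these data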; further: values of inactives mirror those of a sister screen read the other way
NF-kB expr up – raises NF-kB expression in human neuronal cells | NF-kB reporter expression; hits give high values | fold change at 12.5 µM | 190,000 tested, 1.6% active | AID 1239; in the data active means fold change above about 3.3
STAT3 inh – inhibitors of IL-6 induced STAT3 signaling. U3A cells, IL-6 STAT3-luciferase reporter, luminescence; host cell line lacks STAT1. inhibition, % at 5.5 µM. 190,000 tested, 0.89% active;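 active means inhibition above the mean inhibition across all screened compounds plus 3 SD, cut at about 44% in these data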;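 further: 0% = DMSO only wells and 100% = 100 µM nifuroxazide control wells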
STAT1 blocker – inhibitors of IFN-gamma induced STAT1 signaling; AID 920; 200,000 tested, 0.35% active; NIH 3T3 STAT1-luciferase reporter, luminescence; inhibition, % at 5.5 µM;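 active means inhibition above a set limit, the mean inhibition across all tested compounds plus 3 SD, cut at about 34% in these data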;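 further: 0% = IFN-gamma with DMSO and 100% = IFN-gamma with 300 µM nifuroxazide; values of inactives mirror those of a sister screen read the other way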
STAT1 activator – STAT1 signaling activation | NIH 3T3 STAT1-luciferase reporter, IFN-gamma, luminescence; 100% = IFN-gamma alone, no compound | activation (% of control), % at 5.5 µM | 200,000 tested, 2.6% active | AID 932;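 active means activation above the screen-wide mean activation plus 3 SD, cut at about 130% in these data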;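 further: raw ratio to IFN-gamma control signal so 100% means no change and 0% no light; values of inactives mirror those of a sister screen read the other way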
Active calls of the source: *. No enrichment for hits; 7.7% or so of the library scored in one or more.

What do the screens show for `CCCN1CCC(=NNc2ccc(S(N)(=O)=O)cc2[N+](=O)[O-])CC1`?
RAM inhibit: 1.3; FLuc inhib CS: 2; APP transl inh: -7; Hsp70 activator: -0.1; STAT3 activator: 103; APP 5'UTR act: 7; NF-kB expr up: 1.1; STAT3 inh: -1; STAT1 blocker: 6; STAT1 activator: 94

How did CCn1nc(C)c(CN2CCc3c([nH]c4ccccc34)C2C(C)(C)C)c1C (stereo not drawn) do in these assays?
RAM inhibit: 0.8; FLuc inhib CS: -3; APP transl inh: 5; Hsp70 activator: 0.1; STAT3 activator: 112; APP 5'UTR act: -5; NF-kB expr up: 0.83; STAT3 inh: -8; STAT1 blocker: 6; STAT1 activator: 93

How did CCC(C)C(NC(=O)c1ccc(Cl)cc1)C(=O)Nc1cccnc1 (stereo not drawn) do in these assays?
RAM inhibit: 0.4; FLuc inhib CS: -6; APP transl inh: -15; Hsp70 activator: 0.0; STAT3 activator: 107; APP 5'UTR act: 15; NF-kB expr up: 1.1; STAT3 inh: -1; STAT1 blocker: 5; STAT1 activator: 94

What do the screens show for `Clc1ccc(CN2CCN(/N=C/c3ccco3)CC2)cc1`?
RAM inhibit: 1.1; FLuc inhib CS: -2; APP transl inh: -16; Hsp70 activator: -0.3; STAT3 activator: 93; APP 5'UTR act: 16; NF-kB expr up: 1.1; STAT3 inh: 10; STAT1 blocker: -7; STAT1 activator: 106

How did COc1ccc(COc2cc(-c3cccc(OC)c3)nc3ccc(N)cc23)cc1 do in these assays?
RAM inhibit: 1.6; FLuc inhib CS: -7; APP transl inh: 96*; Hsp70 activator: 0.2; STAT3 activator: 84; APP 5'UTR act: -96; NF-kB expr up: 2.9; STAT3 inh: 16; STAT1 blocker: -8; STAT1 activator: 107

How did CC(C)N(CC#CCC(O)(c1ccccc1)c1ccccc1)CCO do in these assays?
RAM inhibit: 0.2; FLuc inhib CS: -1; APP transl inh: 2; Hsp70 activator: -0.1; STAT3 activator: 106; APP 5'UTR act: -2; NF-kB expr up: 1.6; STAT3 inh: -2; STAT1 blocker: -1; STAT1 activator: 99

Results for CCCCn1nc2cc(C(=O)NCc3ccc4c(c3)OCO4)ccc2c1OCC ?
RAM inhibit: 1.9; FLuc inhib CS: -7; APP transl inh: -8; Hsp70 activator: -0.1; STAT3 activator: 93; APP 5'UTR act: 9; NF-kB expr up: 1.2; STAT3 inh: 13; STAT1 blocker: -4; STAT1 activator: 104

What do the screens show for `CC1(C)CC2CC(C)(CN2S(=O)(=O)c2cccc(N)c2)C1` (stereo not drawn)?
RAM inhibit: 0.8; FLuc inhib CS: -2; APP transl inh: -1; Hsp70 activator: -0.2; STAT3 activator: 105; APP 5'UTR act: 1; NF-kB expr up: 1.4; STAT3 inh: -2; STAT1 blocker: -5; STAT1 activator: 100

How did CC(OCC(O)CN(C)CCOc1ccccc1)c1ccc(Cl)cc1 (stereo not drawn) do in these assays?
RAM inhibit: 0.2; FLuc inhib CS: -4; APP transl inh: 8; Hsp70 activator: -0.5; STAT3 activator: 94; APP 5'UTR act: -8; NF-kB expr up: 1.2; STAT3 inh: 16; STAT1 blocker: 6; STAT1 activator: 95

What do the screens show for `CN(C)c1nc(NCc2ccccc2)nc(Oc2ccc(=O)[nH]n2)n1`?
RAM inhibit: -0.3; FLuc inhib CS: -3; APP transl inh: -8; Hsp70 activator: -0.3; STAT3 activator: 100; APP 5'UTR act: 8; NF-kB expr up: 1; STAT3 inh: 4; STAT1 blocker: -1; STAT1 activator: 101

Results for Cc1ccc(C(=O)N(CC(=O)Nc2ccc(Cl)c(Cl)c2)Cc2ccco2)cc1 ?
RAM inhibit: 0.7; FLuc inhib CS: 5; APP transl inh: -11; Hsp70 activator: -0.1; STAT3 activator: 105; APP 5'UTR act: 11; NF-kB expr up: 1.5; STAT3 inh: -9; STAT1 blocker: -1; STAT1 activator: 101

What do the screens show for `Cn1ncc(N=Cc2ccc([N+](=O)[O-])cc2)c1C(=O)Nc1ccccc1`?
RAM inhibit: 0.8; FLuc inhib CS: -4; APP transl inh: 6; Hsp70 activator: 0.1; STAT3 activator: 90; APP 5'UTR act: -6; NF-kB expr up: 0.98; STAT3 inh: 21; STAT1 blocker: -5; STAT1 activator: 104

Results for CN(CCc1ccccn1)C(=O)c1nn2c(C(F)(F)F)cc(-c3ccco3)nc2c1Cl ?
RAM inhibit: 0.2; FLuc inhib CS: 2; APP transl inh: -12; Hsp70 activator: -0.3; STAT3 activator: 110; APP 5'UTR act: 12; NF-kB expr up: 0.79; STAT3 inh: -8; STAT1 blocker: 8; STAT1 activator: 93

What do the screens show for `CCOC(=O)c1nc(Nc2ccc(C(=O)OC)cc2)c2ccccc2n1`?
RAM inhibit: 0.8; FLuc inhib CS: -5; APP transl inh: -19; Hsp70 activator: -0.3; STAT3 activator: 76; APP 5'UTR act: 19; NF-kB expr up: 0.4; STAT3 inh: 31; STAT1 blocker: 4; STAT1 activator: 96

How did Cc1ccc(C(C(=O)NC2CCCCC2)N(Cc2ccco2)C(=O)Cn2cnc3ccccc32)cc1 (stereo not drawn) do in these assays?
RAM inhibit: -0.1; FLuc inhib CS: -8; APP transl inh: -1; Hsp70 activator: 0.2; STAT3 activator: 99; APP 5'UTR act: 1; NF-kB expr up: 0.99; STAT3 inh: 2; STAT1 blocker: -3; STAT1 activator: 100

Part of the list above in order of SMILES length, ascending:
How did CC(C)N(CC#CCC(O)(c1ccccc1)c1ccccc1)CCO do in these assays?
RAM inhibit: 0.2; FLuc inhib CS: -1; APP transl inh: 2; Hsp70 activator: -0.1; STAT3 activator: 106; APP 5'UTR act: -2; NF-kB expr up: 1.6; STAT3 inh: -2; STAT1 blocker: -1; STAT1 activator: 99

What do the screens show for `CC1(C)CC2CC(C)(CN2S(=O)(=O)c2cccc(N)c2)C1` (stereo not drawn)?
RAM inhibit: 0.8; FLuc inhib CS: -2; APP transl inh: -1; Hsp70 activator: -0.2; STAT3 activator: 105; APP 5'UTR act: 1; NF-kB expr up: 1.4; STAT3 inh: -2; STAT1 blocker: -5; STAT1 activator: 100

What do the screens show for `CCOC(=O)c1nc(Nc2ccc(C(=O)OC)cc2)c2ccccc2n1`?
RAM inhibit: 0.8; FLuc inhib CS: -5; APP transl inh: -19; Hsp70 activator: -0.3; STAT3 activator: 76; APP 5'UTR act: 19; NF-kB expr up: 0.4; STAT3 inh: 31; STAT1 blocker: 4; STAT1 activator: 96

(listing goes on)
Results for Cn1c(N2CCN(C(=O)Nc3ccc(F)cc3)CC2)nc2ccccc21 ?
RAM inhibit: -0.8; FLuc inhib CS: -1; APP transl inh: 4; Hsp70 activator: -0.1; STAT3 activator: 87; APP 5'UTR act: -4; NF-kB expr up: 1; STAT3 inh: 17; STAT1 blocker: -2; STAT1 activator: 106

How did Cc1cccc(C(=O)N2CCC(=O)N(C(COCc3cccc(C(F)(F)F)c3)Cc3ccccc3)CC2)c1 (stereo not drawn) do in these assays?
RAM inhibit: 5.4; FLuc inhib CS: -5; APP transl inh: 12; Hsp70 activator: -0.4; STAT3 activator: 108; APP 5'UTR act: -12; NF-kB expr up: 1.5; STAT3 inh: -13; STAT1 blocker: -8; STAT1 activator: 107

How did N#C/C(=C/N1CCOCC1)c1ccccc1 do in these assays?
RAM inhibit: 0.9; FLuc inhib CS: 1; APP transl inh: -20; Hsp70 activator: -0.1; STAT3 activator: 104; APP 5'UTR act: 20; NF-kB expr up: 1.1; STAT3 inh: 0; STAT1 blocker: -4; STAT1 activator: 104

What do the screens show for `COc1ccc(N2C(=O)/C(=C\c3ccco3)N=C2SCC(N)=O)cc1Cl`?
RAM inhibit: 1.2; FLuc inhib CS: -6; APP transl inh: 4; Hsp70 activator: 0.1; STAT3 activator: 103; APP 5'UTR act: -4; NF-kB expr up: 1.3; STAT3 inh: 1; STAT1 blocker: 7; STAT1 activator: 95

How did Cc1cccc(/C=C/C(=O)c2ccc(NC3=NCCCS3)cc2)c1 do in these assays?
RAM inhibit: 0.0; FLuc inhib CS: 2; APP transl inh: -27; Hsp70 activator: -0.3; STAT3 activator: 100; APP 5'UTR act: 27; NF-kB expr up: 1.7; STAT3 inh: -5; STAT1 blocker: 3; STAT1 activator: 97

What do the screens show for `COc1ccc(NC(=O)CN(C)CC(=O)Nc2cccc(F)c2)cc1Cl`?
RAM inhibit: 2.2; FLuc inhib CS: 2; APP transl inh: -2; Hsp70 activator: -0.1; STAT3 activator: 101; APP 5'UTR act: 2; NF-kB expr up: 0.9; STAT3 inh: 0; STAT1 blocker: 8; STAT1 activator: 92

Results for CCc1cc(CC)c(/C=N/NC(N)=O)c(CC)c1 ?
RAM inhibit: 0.1; FLuc inhib CS: -4; APP transl inh: -8; Hsp70 activator: -0.3; STAT3 activator: 90; APP 5'UTR act: 8; NF-kB expr up: 0.77; STAT3 inh: 14; STAT1 blocker: -7; STAT1 activator: 105

Results for CC(Nc1cccc2ccccc12)C(=O)N/N=C/c1ccccn1 (stereo not drawn) ?
RAM inhibit: 0.4; FLuc inhib CS: -6; APP transl inh: 9; Hsp70 activator: -0.2; STAT3 activator: 132; APP 5'UTR act: -9; NF-kB expr up: 1.5; STAT3 inh: -37; STAT1 blocker: 0; STAT1 activator: 104

How did CCC(=O)Nc1ccc2c(c1)C(=O)N(C)C2=O do in these assays?
RAM inhibit: -0.4; FLuc inhib CS: -7; APP transl inh: -15; Hsp70 activator: -0.2; STAT3 activator: 90; APP 5'UTR act: 15; NF-kB expr up: 1.1; STAT3 inh: 10; STAT1 blocker: 1; STAT1 activator: 99

How did O=C1N=C2SCCN2/C1=C\c1c(Cl)cccc1Cl do in these assays?
RAM inhibit: -0.3; FLuc inhib CS: -5; APP transl inh: 12; Hsp70 activator: 0.1; STAT3 activator: 101; APP 5'UTR act: -12; NF-kB expr up: 1.2; STAT3 inh: 5; STAT1 blocker: 1; STAT1 activator: 99

Results for Cc1ccc(-n2nc(-c3cccs3)cc2C(=O)NCC2CCCO2)c(C)c1 (stereo not drawn) ?
RAM inhibit: 2.0; FLuc inhib CS: 0; APP transl inh: 9; Hsp70 activator: 0.2; STAT3 activator: 110; APP 5'UTR act: -9; NF-kB expr up: 0.76; STAT3 inh: -7; STAT1 blocker: -5; STAT1 activator: 104

How did COc1cc(OC)cc(C(=O)NCC(=O)OCC(=O)/C=C2/N(C)c3ccccc3C2(C)C)c1 do in these assays?
RAM inhibit: 0.9; FLuc inhib CS: 0; APP transl inh: 12; Hsp70 activator: -0.3; STAT3 activator: 99; APP 5'UTR act: -12; NF-kB expr up: 0.95; STAT3 inh: 4; STAT1 blocker: 12; STAT1 activator: 89

What do the screens show for `S=c1[nH]ncn1/N=C/c1ccc(Br)cc1`?
RAM inhibit: -0.5; FLuc inhib CS: 4; APP transl inh: 9; Hsp70 activator: 0.1; STAT3 activator: 94; APP 5'UTR act: -9; NF-kB expr up: 1; STAT3 inh: 8; STAT1 blocker: -6; STAT1 activator: 106

What do the screens show for `S=C(Nc1ccc(Cl)cc1)c1nc2ccccc2[nH]1`?
RAM inhibit: 0.9; FLuc inhib CS: 66*; Hsp70 activator: -0.1; STAT3 activator: 100; NF-kB expr up: 2.5; STAT3 inh: 1; STAT1 blocker: -76; STAT1 activator: 167*
